ADAM10 inh: inhibits human ADAM10; recombinant ADAM10, EDANS/DABCYL FRET peptide cleavage, 3 h; actives 0.62% (n = 370,000); inhibition, % at 7 µM;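 active = inhibition above a per-campaign cutoff equal to the mean of compounds falling between control-based bounds plus 3 SD, cut at about 20% in these data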;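 note: 0% = DMSO wells while the 100% control is not disclosed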
ARFGAP1 inhibitor: rat ARFGAP1 inhibition. inhibition, % at 16.5 µM. Arfgap1-stimulated ARF1 GTP hydrolysis, GDP FP detection. actives 0.26% (n = 360,000);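 active = inhibition above a per-plate limit, mean inhibition of low control wells plus 3 SD, cut at about 25% in these data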;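 note: 0% = DMSO wells with enzyme and 100% = wells lacking Arfgap1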
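Material: truncated rat Arfgap1 GAP domain; Incubation: compound-enzyme preincubation 20 min, reaction 120 min, detection 60 min, 25 °C; Read-out: percent inhibition of Arfgap1-stimulated GTP hydrolysis; Technique: FP, GDP Alexa 633 tracer displaced from anti-GDP antibody, 620/688 nm; Controls: No-Arfgap1 wells (100%) versus DMSO full-reaction wells (0%); Replication: single well per compound.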
ADAM17 inh: ADAM17 inhibition, QFRET primary screen; actives 0.83% (n = 370,000); inhibition, % at 6.95 µM; P78536; recombinant ADAM17, EDANS/DABCYL FRET peptide cleavage;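 active = inhibition above the mean of compounds lying between control limits plus 3 SD, set per campaign, cut at about 8.5% in these data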;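 note: 0% = DMSO-only wells as the low control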
Target sequence (P78536 215-824 limits assumed): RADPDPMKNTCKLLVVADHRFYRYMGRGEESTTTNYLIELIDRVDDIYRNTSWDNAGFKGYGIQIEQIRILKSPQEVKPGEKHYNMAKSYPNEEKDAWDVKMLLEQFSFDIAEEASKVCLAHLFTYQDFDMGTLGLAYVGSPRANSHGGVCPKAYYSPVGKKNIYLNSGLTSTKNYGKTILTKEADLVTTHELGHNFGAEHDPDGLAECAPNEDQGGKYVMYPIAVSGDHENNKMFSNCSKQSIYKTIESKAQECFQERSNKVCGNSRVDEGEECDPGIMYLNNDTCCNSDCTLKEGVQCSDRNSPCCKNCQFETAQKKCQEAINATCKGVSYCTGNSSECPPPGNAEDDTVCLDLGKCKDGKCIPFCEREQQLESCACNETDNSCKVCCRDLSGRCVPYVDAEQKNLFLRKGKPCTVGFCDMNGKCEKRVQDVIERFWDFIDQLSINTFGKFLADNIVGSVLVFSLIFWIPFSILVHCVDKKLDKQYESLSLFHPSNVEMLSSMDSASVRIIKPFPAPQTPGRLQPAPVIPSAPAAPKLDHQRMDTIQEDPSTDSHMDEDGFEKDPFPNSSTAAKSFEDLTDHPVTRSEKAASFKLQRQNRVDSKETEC
LEDGF integ inh: blocks HIV-1 LEDGF/p75-dependent DNA integration; actives 0.64% (n = 370,000); inhibition, % at 3.7 µM; TR-FRET IN-LEDGF/p75 DNA integration, Eu/Cy5; AID 743269;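 active = inhibition above the screen-wide mean plus 3 SD, cut at about 13% in these data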;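 note: signal is the Cy5 over europium emission ratio at 671 and 618 nm; 0% = plate median of compound wells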
KLK7 zymogen act: proKLK7 (human) activation, primary screen. P49862. purified proKLK7, EDANS-DABCYL substrate fluorescence; 100% is mature enzyme control, 0% vehicle. activation, % at 7 µM. actives 0.9% (n = 370,000). AID 652039;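 active = activation above the mean of all tested compounds plus 3 SD, computed per campaign excluding outliers beyond control limits, cut at about 13% in these data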
ASAP1 GAP inh: inhibitors of human ASAP1 ArfGAP activity. Q9ULH1. ASAP1-stimulated ARF1 GTP hydrolysis, GDP FP detection. inhibition, % at 16.5 µM. actives 0.19% (n = 360,000). AID 624377; in the data active = inhibition above about 25%;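 note: 0% = vehicle with enzyme and substrate and 100% = no enzyme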
PLCg1 inh: PLC-gamma1 (human) inhibition, primary screen; AID 720700; P19174; inhibition, % at 12.2 µM; actives 0.84% (n = 370,000); purified PLC-gamma1, fluorogenic substrate, fluorescence; in the data active = inhibition above about 9.5%
DDE Tn7 FP inh: DD(E)-Tn7 binding inhibition, primary FP screen; FP displacement of FITC-Tn7 peptide from fibrin DD(E); 0% = median of compound wells per plate; inhibition, % at 8.3 µM; actives 0.13% (n = 370,000); AID 720508;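 active = inhibition above the mean of compounds falling within the control limits plus 3 SD of them, cut at about 14% in these data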;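 note: 0% = plate median of compound wells and 100% = 10 µM Aha-Tn7 peptide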
Target sequence (P02675 whole entry, looked up): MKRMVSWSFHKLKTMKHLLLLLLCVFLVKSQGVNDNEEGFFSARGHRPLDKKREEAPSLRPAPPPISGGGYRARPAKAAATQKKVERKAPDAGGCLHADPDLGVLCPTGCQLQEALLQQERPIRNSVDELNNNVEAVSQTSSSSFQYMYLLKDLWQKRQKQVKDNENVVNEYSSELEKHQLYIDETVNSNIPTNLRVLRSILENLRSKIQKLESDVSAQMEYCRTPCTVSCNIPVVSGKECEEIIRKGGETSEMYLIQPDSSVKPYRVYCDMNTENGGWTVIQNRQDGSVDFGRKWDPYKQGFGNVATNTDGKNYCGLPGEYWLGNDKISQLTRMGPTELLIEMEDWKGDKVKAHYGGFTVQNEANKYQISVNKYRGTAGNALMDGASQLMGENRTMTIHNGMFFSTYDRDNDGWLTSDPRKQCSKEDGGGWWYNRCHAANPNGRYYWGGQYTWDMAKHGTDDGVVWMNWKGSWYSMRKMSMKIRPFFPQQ
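assay system = human clot-derived fibrin DD(E) complex | quantity = Fibrin-DD(E) at 2 µM final | timing = 10 min preincubation, 3 h with tracer, room temperature | signal = fluorescence polarization | measure = percent inhibition | benchmarks = high control wells with 10 µM unlabelled Aha-Tn7 peptide (full inhibition) | replicates = singlicate testing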
DDE Tn6 FP inh: DD(E)-Tn6 binding inhibition, primary FP screen. Fibrin DD(E) TRITC-Tn6 fluorescence polarization displacement. inhibition, % at 8.3 µM. actives 0.21% (n = 370,000). AID 720509;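 active = inhibition above a per-campaign cutoff: mean of compounds within control limits plus 3 SD, cut at about 15% in these data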;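 note: 0% = median of all compound wells on the plate and 100% = blocking peptide control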
TDP2 absorb: TDP2 (human) inhibition, absorbance primary screen; O95551; recombinant TDP2, T5PNP hydrolysis, p-nitrophenol absorbance 415 nm; inhibition, % at 12.8 µM; actives 0.34% (n = 370,000);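 active = inhibition above the mean of all tested compounds plus 3 SD, set per campaign, cut at about 25% in these data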;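 note: 0% = DMSO with enzyme and 100% = buffer with substrate but no TDP2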
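System: recombinant human TDP2 / Amount: 120 nM TDP2 per well / Also added: 5 mM T5PNP chromogenic substrate / Doses: 12.8 µM single point, 1% DMSO / Incubation: 2 h at 37 °C / Detection: p-Nitrophenol epi absorbance / Evaluation: % inhibition relative to enzyme-containing and enzyme-free wells / Repeats: singlicate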
The depositor's hits bear a star; i = inactive; . = not tested or not shown. No enrichment for hits; any-hit rate near 4.2%.

Molecule	ADAM10 inh	ARFGAP1 inhibitor	ADAM17 inh	LEDGF integ inh	KLK7 zymogen act	ASAP1 GAP inh	PLCg1 inh	DDE Tn7 FP inh	DDE Tn6 FP inh	TDP2 absorb
COc1cccc(-c2cc(C(F)(F)F)nc(-n3cc(C)cn3)n2)c1	-37	-6	-10	4	2.2	-12	-149	4	-1	-19
Cc1cccc(NC(=O)c2nnn(-c3cccc(C(F)(F)F)c3)c2N)c1	4	-5	2	1	0.4	9	3	2	4	-3
Cc1ccc(-n2ncc(C#N)c2/N=C/N(C)C)cc1	-3	15	-6	0	-0.3	-1	1	-7	-12	-2
Cc1sc(NC(=O)CN(C(=O)c2ccccc2F)C2CCCC2)c(C(N)=O)c1C	-1	4	0	-6	0.3	-1	-1	3	5	-14
COc1cccc(NC(=O)N2CCCC(C(=O)NCc3ccc(F)cc3)C2)c1 (configuration not stated)	-6	1	-2	0	0.1	1	1	9	1	9
COc1ccc(CC(=O)NNC(=O)c2cnccn2)cc1	-5	1	-6	-3	-0.1	-7	3	1	-14	-13
CCc1ccc(OCC(O)CN2CCN(CCO)CC2)cc1 (configuration not stated)	3	-15	0	0	-0.7	-17	1	7	-1	-8
COc1ccccc1N1CCN(CC(=O)c2c(N)n(C)c(=O)n(C)c2=O)CC1	-3	8	2	1	-0.1	-1	1	-5	-3	12
Cc1ccccc1OC1=NS(=O)(=O)c2ccccc21	1	12	1	1	0.3	-9	2	1	0	-6
CCCSC1=C(C#N)C(c2cccs2)CC(=O)N1 (configuration not stated)	-2	-1	0	-3	0.1	-3	-1	3	2	14
Cc1cccc(NC(=O)CCCn2c(=S)[nH]c3ccccc3c2=O)c1	4	11	0	2	-0.1	-4	4	-4	-3	-14
CCN(c1ccc(OC)cc1)S(=O)(=O)N1CCCC(C(=O)NCc2cccc(C)c2)C1 (configuration not stated)	9	3	2	1	0.7	-2	1	-2	2	4
COc1ncnc2c1ncn2CCCNCc1ccccc1	-7	-12	1	2	0.0	6	-1	-7	-2	-6
CN1C(=O)/C(=N/OC(=O)c2ccccc2Br)c2ccccc21	6	5	1	3	-0.1	15	3	-8	1	-10
Cc1oc2cc3oc(=O)c(CCC(=O)N[C@H](C(=O)O)C(C)C)c(C)c3cc2c1C	-133	4	-68	-6	7.3	-11	-303	4	-5	-5
Cn1c(N)c(C(=O)CSc2ccc3c(c2)OCCO3)c(=O)n(C)c1=O	-2	2	-2	-1	0.3	11	0	-4	7	4
N=C1C(c2nc3ccccc3[nH]2)=C(O)CN1c1ccc(CC(=O)O)cc1	3	-16	3	6	-0.6	13	-26	-5	-8	-12
CCOc1c(C#N)c(C#N)c2nc(C)cc(C)n12	-12	-19	-7	-3	-0.3	6	-117	1	-8	5
Cc1cc(C)c(NC(=O)CSc2nc(=O)n3cc(C)ccc3n2)c(C)c1	-3	0	2	3	-0.1	2	0	-4	-7	11
O=C(NCc1nnnn1-c1ccc(F)cc1)c1ccc([N+](=O)[O-])o1	1	-3	-3	5	0.2	4	-1	-3	5	-8
COC(=O)/C=C/c1oc2ccccc2c1C	-5	4	-2	-4	-0.2	-5	2	-1	3	0
O=C(Cn1cccc1)N1CCN(c2ccc(F)cc2)CC1	-6	-8	4	0	-0.5	9	-1	4	-5	4
Cc1cc(N2CCN(C)CC2)ccc1NC(=O)c1ccc(-c2ccc(Cl)cc2)o1	-6	6	-3	-4	-0.5	13	-10	2	-6	4
O=C(NCCCN1CCCCC1)c1ccc2c(=O)n(CCc3ccccc3)c(=O)[nH]c2c1	-80	-7	-20	0	-6.8	18	-90	0	3	0
N#Cc1ccc(COC(=O)c2cnc3ccccc3n2)cc1	-3	-4	-3	2	-0.1	-10	-2	1	-1	11
CCCCc1nc2cc(C(=O)N3CCNC(=O)C3)ccc2o1	3	4	-4	-3	-0.2	4	2	-1	2	-8
CCN(CC)C(=O)CC[C@H]1CC[C@]2(CCCN(C(=O)C3CCCC3)C2)O1	-8	.	-3	-3	0.3	.	-1	1	2	2
Cc1ccccc1C(=O)NC1CCN(C(=O)N2CCOCC2)CC1	3	0	-2	1	0.2	8	0	0	7	-6
O=C(COC(=O)c1cnccn1)NC1CCCc2ccccc21 (configuration not stated)	-3	-6	-4	3	0.1	48*	-4	-4	5	8
O=[N+]([O-])c1ccc(C2CC(c3ccccc3)=Nc3ccccc3S2)cc1 (configuration not stated)	17	-7	0	-1	-0.4	-3	7	1	-8	-23

Continuation:
Molecule	ADAM10 inh	ARFGAP1 inhibitor	ADAM17 inh	LEDGF integ inh	KLK7 zymogen act	ASAP1 GAP inh	PLCg1 inh	DDE Tn7 FP inh	DDE Tn6 FP inh	TDP2 absorb
COc1ccc(C(=O)CSc2nnnn2C)c(OC)c1	-4	6	-5	-1	-0.9	4	2	4	-3	-1
CCO[C@H]1OC(C(=O)O)=C[C@@H](C2CCCCC2)[C@@H]1CCCO	2	2	1	2	0.1	-16	4	-10	-2	1
CN(NC(=O)C(C)(C)C)c1nc(-c2ccccc2)nnc1C(F)(F)F	4	10	0	0	0.3	8	1	-2	-5	3
O=C(c1c(F)c(F)c(F)c(F)c1F)N1CCN(c2cccc(C(F)(F)F)c2)CC1	-6	-4	-3	-5	0.5	3	0	1	2	4
Clc1cnc(Nc2cccnc2)c(Cl)c1	-4	8	-3	0	0.6	-10	-4	5	-3	-5
COc1ccc(NC(=O)COC(=O)c2n[nH]c3ccccc23)c(OC)c1	-8	14	-5	-3	-0.3	-1	1	1	-1	-7
O=S(=O)(c1ccc(F)cc1)N1CCN(c2ccc(-c3ccccc3)nn2)CC1	2	-2	1	1	-0.5	3	-2	-8	-8	7
CCc1nc2ccc(C(=O)NCc3ccc4c(c3)OCO4)cn2c1N(C)CCC(C)C	7	3	6	0	-1.0	6	-15	-4	-2	1
CCOC(=O)c1c(NC(=O)c2ccoc2C)sc(C)c1C	-5	-2	-4	0	0.2	-14	-6	7	12	-6
COc1ccccc1C(=O)NC(=S)Nc1ccc(NC(=O)c2ccco2)cc1	-3	1	-1	-6	0.0	-2	5	8	1	0
C#CCSc1nnc(-c2ccccc2)c(=O)[nH]1	-120	-2	-38	1	1.6	-3	-116	-5	3	6
O=c1[nH]c2ccc(NC(=S)Nc3ccccc3)cc2[nH]1	-1	-13	-1	5	-0.7	5	-2	2	-4	10
COCCn1c(-c2ccc(OC)cc2)nc2oc3cc(OC)ccc3c(=O)c2c1=O	-59	7	-13	-4	1.5	0	-68	-5	-1	-5
COc1cccc(S(=O)(=O)Nc2ccc3c(c2)[C@H]2C[C@H](CC(=O)N[C@@H](C)c4ccccc4)O[C@H](CO)[C@H]2O3)c1	1	12	4	-14	0.1	-1	-2	7	11	4
CCc1nnc(NC(=O)C2CCCN(S(=O)(=O)c3ccc(OC)cc3)C2)s1 (configuration not stated)	5	6	-4	-1	0.3	-4	0	2	-5	7
CS(=O)(=O)N(CC(=O)N1CCN(Cc2ccccc2)CC1)c1ccc(F)cc1	4	2	1	3	0.3	-6	2	-9	5	6
Cc1ccc2nc(-c3cccc(Br)c3)c(Cc3cccc(F)c3)n2c1	-26	9	-3	-2	-0.8	-2	-3	-7	-8	4
O=C(CCc1ccccc1)NNC(=O)c1cc(Cl)ccc1O	i	-6	-328	-8	-23	12	-223	9	-10	-4
COc1ccc(Cc2noc(-c3ccc(OC)c(OC)c3)n2)cc1OC	-10	8	-4	-1	-0.4	9	1	-3	1	4
O=C(CSc1cccc[n+]1[O-])Nc1cccc(S(=O)(=O)NC2=NCCCCC2)c1	0	-13	-2	3	-0.7	5	1	-8	-3	-4
O=C(Cc1csc(-c2cccc(F)c2)n1)Nc1cccc(S(=O)(=O)NC2=NCCC2)c1	-11	-8	-4	-3	0.4	-13	-1	3	1	-7
COc1cc(C(=O)NC(c2ccccc2)c2ccccc2)cc(OC)c1OC	1	1	1	2	0.5	-8	2	0	4	1
COC(=O)[C@H](CC(C)C)NC(=O)/C=C/[C@H]1O[C@@H](n2ccc(=O)[nH]c2=O)[C@H](O)[C@@H]1O	-9	7	0	-1	0.7	6	-1	-4	1	4
O=C(c1cc(COc2ccc3ncccc3c2)on1)N1CCCC(O)C1 (configuration not stated)	-1	2	-4	1	0.3	-18	3	-354	-42	0
COc1ccccc1NC(=O)c1ccc2nsnc2c1	2	-6	-1	0	-0.2	-3	1	-1	-6	12
CCn1c(COc2ccc(C(C)C)cc2)nnc1SCC(=O)Nc1nccs1	13	8	-2	0	-0.3	-11	3	1	3	-5
CN(CCCC(=O)Nc1ccc(OC(F)F)cc1)S(=O)(=O)c1ccc(F)cc1	7	-10	1	-2	-0.7	3	2	0	0	28*
CCN(C(=O)COC(=O)c1nn(-c2ccccc2)c(=O)c2ccccc12)C1CCS(=O)(=O)C1 (configuration not stated)	-1	4	-4	1	0.1	2	-1	3	-2	7
CCn1c(SCC(N)=O)nnc1-c1cc2c(C)nn(-c3ccccc3)c2s1	-4	7	-4	-1	-0.3	5	-6	3	5	0
Cc1ccc(S(=O)(=O)N2CCN(C(=O)COC(=O)COc3ccc(Cl)cc3)CC2)c(C)c1	-9	4	6	3	-0.2	-8	13*	-4	-7	-16

The list goes on.
Molecule	ADAM10 inh	ARFGAP1 inhibitor	ADAM17 inh	LEDGF integ inh	KLK7 zymogen act	ASAP1 GAP inh	PLCg1 inh	DDE Tn7 FP inh	DDE Tn6 FP inh	TDP2 absorb
O=C(C1CCC1)n1ccc2ccc(-c3ccc4ccn(Cc5ccccc5)c4c3)cc21	0	.	-1	3	-1.0	.	-5	-1	4	-3
CCc1ccc(NC(=O)C2CCN(S(=O)(=O)c3ccc4[nH]c(=O)ccc4c3)CC2)cc1	1	10	-1	4	-0.1	-7	3	1	-4	-5
Cc1ccc(CN2Cc3cccc4c3[C@@H](CC2=O)[C@H](O)[C@H](O)C4)cc1	8	9	2	3	-0.2	12	3	1	8	4
Cc1ccc(S(=O)(=O)N2C(c3ccc(Cl)c(Cl)c3)CC=C(C(=O)O)C2c2cccc(Cl)c2)cc1 (configuration not stated)	-5	-4	-5	2	0.3	-14	2	7	-1	2
O=C(CCCCCN1C(=O)c2ccccc2C1=O)NCc1ccccn1	-9	5	-5	2	-0.2	6	0	0	4	1
